Bioassay records (PubChem BioAssay)
BAZ2B block: qHTS Assay for Inhibitors of BAZ2B; 360,000 tested, 4.4% active; Potency, µM (highest dose often 114 µM), for inactives: at the highest dose activity change, negative = inhibition, hits mostly inhibitors; AlphaScreen BAZ2B-H3K14Ac peptide displacement; Bromodomain adjacent to zinc finger domain protein 2B (Homo sapiens), Q9UIF8; also: % is scaled to controls: 0 for no effect and ±100 for the full control effect; nearly all actives have a fitted effect of over 60% in size
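BAZ2B 50 nM plus b-H3(5-23)K14Ac 50 nM, PBS pH 7.4/0.01% Tween-20, 30 min RT; compound added (max 110 uM), 30 min RT; streptavidin donor/Ni-chelate acceptor beads 10 ug/mL final, 20 min dark; AlphaScreen read.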
JMJD2A Tudor inh: qHTS Assay for Inhibitors of JMJD2A-Tudor Domain | Lysine-specific demethylase 4A (Homo sapiens), O75164 | AID 504339, 2011 | 390,000 tested, 4.4% active | AlphaScreen JMJD2A-Tudor / H3K4me3 peptide binding | Potency, µM (titrated, usually from 114 µM), for inactives: at the highest dose activity change, negative = inhibition, actives largely listed as inhibitors; also: % is scaled to controls: 0 for no effect and ±100 for the full control effect; nearly all actives have a fitted effect of over 50% in size
HP1b binding inh: HTS for Inhibitors of HP1-beta Chromodomain Interactions with Methylated Histone Tails; Chromobox protein homolog 1 (Homo sapiens), P83916; AlphaScreen HP1-beta / biotin-H3K9me3 peptide binding; Potency, µM (highest dose often 114 µM), inactives show at the highest dose activity change, negative = inhibition, most hits filed as inhibitors; 390,000 tested, 0.56% active; AID 540317, 2011; also: nearly all actives have a fitted effect of over 70% in size; inactives centre near 23
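HP1-beta protein (50 nM final) preincubated 30 min at room temperature with biotinylated H3(1-18)K9me3 peptide (50 nM) in PBS pH 7.4, 0.01% Tween-20, then compound added for 30 min. AlphaScreen streptavidin donor/nickel chelate acceptor beads (10 ug/mL final), 30 min dark, luminescence read.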
PGK inhibitor: qHTS Assay to Find Inhibitors of Phosphoglycerate Kinase; Potency, µM (highest dose often 57.5 µM), for the others: top-dose activity change, negative = inhibition, most hits filed as inhibitors; Phosphoglycerate kinase, glycosomal (Trypanosoma brucei brucei), P07378; AID 602233, 2012; 380,000 tested, 0.043% active; PGK/GAPDH coupled, Kinase-Glo luminescence, 60 min; also: % is scaled to controls: 0 for no effect and ±100 for the full control effect; nearly all actives have a fitted effect of over 60% in size
Target sequence (P07378 whole entry, looked up): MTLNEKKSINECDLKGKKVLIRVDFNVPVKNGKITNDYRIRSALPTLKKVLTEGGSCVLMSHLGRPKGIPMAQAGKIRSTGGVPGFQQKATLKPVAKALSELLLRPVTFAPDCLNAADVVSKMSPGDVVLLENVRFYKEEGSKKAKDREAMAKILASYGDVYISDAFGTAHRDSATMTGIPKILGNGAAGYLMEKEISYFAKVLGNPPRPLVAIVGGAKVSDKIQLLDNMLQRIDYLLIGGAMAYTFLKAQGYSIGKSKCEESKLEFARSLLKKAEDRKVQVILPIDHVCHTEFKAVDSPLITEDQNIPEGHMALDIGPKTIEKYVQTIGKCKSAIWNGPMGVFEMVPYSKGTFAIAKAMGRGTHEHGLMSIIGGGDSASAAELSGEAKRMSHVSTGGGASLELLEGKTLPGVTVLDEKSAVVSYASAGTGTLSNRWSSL
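Recombinant glycosomal PGK reaction used 1,3-bisphosphoglycerate generated in-well by GAPDH (100nM final) in 100mM TEA pH 7.6, 5mM MgCl2, 0.01% Tween-20. After 60 minutes at room temperature, ATP was read by Kinase-Glo Plus luminescence end-point.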
Pin1 inh: qHTS Assay to Find Inhibitors of Pin1. Pin1 FP peptide displacement, HiFluor488, 10 min. Potency, µM (highest dose often 115 µM), without a hit: at the highest dose activity, negative = inhibition, most hits filed as inhibitors. 390,000 tested, 0.009% active. AID 504891, 2011; active = well fitted inhibition curve with a large enough effect in the polarisation, with a control signal flat, not every such curve was filed as active; inconclusive = small, poorly fitted or top-dose-only effect, or effect the other way, or a change in a side signal; inactive = no such curve, though single readings can be large or run the other way; the % refers to the polarisation; also: % is scaled to controls: 0 for no effect and ±100 for the full control effect
GLS inhibitor: qHTS for Inhibitors of Glutaminase (GLS); Glutaminase kidney isoform, mitochondrial (Homo sapiens), O94925; GLS enzymatic activity, qHTS titration; Potency, µM (doses to about 45.5 µM), for inactives: at the top dose activity change, negative = inhibition, actives largely listed as inhibitors; 410,000 tested, 0.21% active; AID 624170, 2012; also: % is scaled to controls: 0 for no effect and ±100 for the full control effect
Target sequence (O94925 whole entry, looked up, canonical isoform): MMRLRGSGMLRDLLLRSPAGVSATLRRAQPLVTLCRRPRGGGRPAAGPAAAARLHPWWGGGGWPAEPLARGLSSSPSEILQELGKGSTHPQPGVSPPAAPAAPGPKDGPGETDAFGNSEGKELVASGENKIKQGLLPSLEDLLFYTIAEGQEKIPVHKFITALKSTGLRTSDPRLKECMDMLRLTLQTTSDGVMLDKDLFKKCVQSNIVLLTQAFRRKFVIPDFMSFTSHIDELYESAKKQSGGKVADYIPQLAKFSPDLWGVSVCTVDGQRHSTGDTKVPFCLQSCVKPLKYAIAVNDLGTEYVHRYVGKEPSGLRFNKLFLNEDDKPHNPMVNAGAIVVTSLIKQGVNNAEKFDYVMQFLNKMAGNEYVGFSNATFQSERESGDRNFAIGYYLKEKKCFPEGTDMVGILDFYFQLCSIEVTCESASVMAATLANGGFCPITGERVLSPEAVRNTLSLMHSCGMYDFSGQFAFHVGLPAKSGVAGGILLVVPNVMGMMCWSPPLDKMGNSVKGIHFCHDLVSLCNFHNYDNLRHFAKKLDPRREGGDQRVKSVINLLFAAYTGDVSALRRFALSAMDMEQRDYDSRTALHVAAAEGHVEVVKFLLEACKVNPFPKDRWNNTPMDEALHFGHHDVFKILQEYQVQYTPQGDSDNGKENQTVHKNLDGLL
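hKGA in 45 mM KH2PO4 (pH 8.2), 0.02% Tween-20 with compound, then 1mM L-Glutamine (stock as added) plus glutamate oxidase/HRP/Amplex red coupling mix. Fluorescence read initially and after 30 min at RT; signal change reflects glutamate formation.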
BLM helicase inh: qHTS Assay for Inhibitors of Bloom's syndrome helicase (BLM). 350,000 tested, 0.2% active. Potency, µM (top dose mostly 56.1 µM), inactives show at the highest dose activity change, negative = inhibition, actives largely listed as inhibitors. RecQ-like DNA helicase BLM (Homo sapiens), P54132. recombinant BLM DNA unwinding, fluorescence dequenching;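 also: plate controls were vehicle for no effect and no enzyme for full effect; nearly all actives have a fitted effect of over 35% in size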
Pol iota inh: qHTS for Inhibitors of Polymerase Iota. Pol iota fluorescent replication assay, 10 min. Potency, µM (titrated, usually from 115 µM), inactives show at the top dose activity, negative = inhibition, actives largely listed as inhibitors. 390,000 tested, 1% active. DNA polymerase iota (Homo sapiens), Q9UNA4. AID 588590, 2011
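Pol iota at 10 nM preincubated 15 min with compounds at room temperature; reaction started with fluorescent substrate, 50 nM final. Fluorescence read kinetically at 0 and 10 min; buffer-only wells as negative control.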
G9a inh: qHTS Assay for Inhibitors of Histone Lysine Methyltransferase G9a. Histone-lysine N-methyltransferase EHMT2 (Homo sapiens), Q96KQ7. G9a H3K9 monomethylation, AlphaScreen, 2 h. Potency, µM (highest dose often 102 µM), inactives show at the top dose activity, negative = inhibition, actives largely listed as inhibitors. 350,000 tested, 8.8% active. AID 504332, 2011; also: % is scaled to controls: 0 for no effect and ±100 for the full control effect; nearly all actives have a fitted effect of over 75% in size
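G9a (20 nM) was preincubated 15 min with compound, then reacted 2 h at room temperature with 500 nM biotin-H3K9 peptide and 20 µM SAM. Monomethyl-H3K9 detected by AlphaScreen using anti-H3K9me1 antibody.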
* marks the source's active call; other numbers are inactive results; i = inactive; ? = inconclusive; . = no result given; [ ] = remark or other dose. Unless noted, calls follow the shape of the dose curve; as a rule, active = well fitted curve in the direction sought with a large enough effect; inconclusive = small, poorly fitted or top-dose-only effect, or another doubt; inactive = no such curve, though single readings can be large; an effect the other way counts as inactive or inconclusive. Potency is read from the fitted curve at half-maximal effect.

Below each SMILES – G9a inh | BAZ2B block | HP1b binding inh | JMJD2A Tudor inh | GLS inhibitor | Pol iota inh | PGK inhibitor | Pin1 inh | BLM helicase inh
O=C(Nc1ccc(F)cc1)c1cc2cc3ccc(Cl)cc3nc2o1
    -16%[59 µM] | . | 6% | -8% | 4% | -14% | -11% | -3% | -3%
COc1ccc(C(=O)Nn2c(C)ccc2C)cc1OC
    ? | -27% | 19% | -17% | -4% | 12% | 3% | 7% | -3%
COc1ccc(CNC(=O)CN2C(=O)NC(C)(c3cccc4ccccc34)C2=O)cc1OC (configuration not stated)
    16% | -7% | 8% | -16% | 1% | 24% | -1% | 0% | -1%
COc1cc(NC(=O)c2cc(-c3ccccc3)nc3c2cnn3C(C)C)cc(OC)c1OC
    . | . | 16% | -18% | -8% | 24% | -1% | 3% | .
Cc1csc(NC(=O)c2ccco2)n1
    16%[59 µM] | 0% | 11% | -14% | 4% | 17% | -7% | -1% | 1%
Cc1cccc(NC(=S)N(CCc2ccncc2)C(C)C)c1C
    -3% | 0% | 67%[activator] | -10% | 1% | 35%[activator] | -9% | -10% | 4%
COc1ccc2c(CC(=O)N[C@@H](Cc3c[nH]c4ccccc34)C(=O)O)cc(=O)oc2c1
    -7% | -15% | 22% | 0% | -8% | 135%[activator] | i | 1% | -3%
Cc1cccc(Cc2nc3ccccc3[nH]2)c1
    . | . | -18% | -8% | -27% | 33%[activator] | -8% | -10% | .
Cc1cc(NC(=O)c2ccc(C)s2)n(-c2nc3ccccc3[nH]2)n1
    40%[59 µM] | 7% | 38% | -10% | 3% | 12% | 0% | ? | -9%
C=CCOC(=O)C1=C(C)NC(C)=C(C(=O)OCC=C)C1c1ccc(C)o1
    -6%[59 µM] | -6% | 12% | ? | -13% | 95%[activator] | -2% | -3% | -13%
CC(C)CCNC(=O)C1c2ccccc2Oc2ccccc21
    . | -1% | 37% | -12% | -14% | 2% | 1% | 1% | -1%
CSCCC(NC(=O)c1ccco1)C(=O)NCCc1ccc(F)cc1 (configuration not stated)
    40%[activator][12.7 µM] | 30%[activator] | 36% | -8% | 16% | 10% | -4% | -1% | .
CCO/N=C(/C)c1c(O)cc(-c2ccccc2)n(-c2ccccc2)c1=O
    ? | -32% | 14% | ? | -5% | 112%[activator] | -1% | -4% | -7%
COc1ccc(S(=O)(=O)N2CCCC2CNC(=O)C(=O)NCc2ccccn2)cc1 (configuration not stated)
    12%[0.501 µM] | 8% | 24% | -5% | 8% | 9% | -6% | -8% | .
Nn1c(SCc2cccc3ccccc23)nnc1-c1ccco1
    15%[2.33 µM] | -4% | 4% | -30% | 2% | 5% | -1% | 4% | -4%
O=C(N=C1SC2CS(=O)(=O)CC2N1c1ccccc1C(F)(F)F)C1CCCO1 (configuration not stated)
    50% | -5% | 12% | 9% | 3% | 46%[activator] | -4% | 0% | -2%
COc1cc(O)c(NC(C)=O)c2nonc12
    22µM* | 7% | 21% | -35% | 18% | 32%[activator] | -5% | -9% | -4%
CCOC(=O)c1cc2c(=O)n3ccccc3nc2n(CC2CCCO2)c1=NC(=O)c1cccc(C)c1 (configuration not stated)
    -6%[59 µM] | 6% | 25% | -7% | 17% | 6% | 6% | 3% | -5%
O=C(CCl)N(Cc1cc(=O)[nH]c2ccccc12)c1ccccc1
    40µM* | -4% | 6% | -29% | 0% | ? | -7% | . | -2%
CC(C)=C1Cc2ccccc2C1=O
    5% | -3% | 49%[activator] | -8% | -9% | 38%[activator] | i | 0% | -6%
Cc1ccc(C(=O)CC2(O)C(=O)N(Cc3ccccc3)c3ccc(Br)cc32)cc1 (configuration not stated)
    5%[59 µM] | -6% | 21% | -1% | -12% | -13% | i | ? | -16%
Cc1ccc(NC(=O)CN2CCC(NC(=O)c3cccc(F)c3)CC2)cc1C
    -5% | -7% | 54%[activator] | -10% | 0% | -3% | -9% | -1% | -1%
CCn1ncc(/C=N\NC(=O)c2cc(-c3ccc(C)cc3C)nc3ccccc23)c1C
    8%[59 µM] | 6% | -21% | ? | -14% | 7% | -3% | 8% | -15%
CCCCN1CNC(=S)N(c2ccccc2OCC)C1
    -14%[59 µM] | 15% | 9% | -11% | 17% | 8% | 9% | 1% | 2%
Cc1nc2c(C)cccn2c1/C(O)=C1\C(=O)C(=O)N(CCN(C)C)C1c1ccco1 (configuration not stated)
    -45% | 0% | 17% | 22µM* | 8% | 21% | 9% | -2% | -3%
COc1cccc(CNC(=O)c2ccc3c(c2)nc2n3CCC(C)C2)c1OC (configuration not stated)
    -5%[59 µM] | -2% | 20%[57 µM] | -13% | -10% | 4% | -2% | -4% | -6%
CCCCCc1nc2sc3c(c2c(=O)n1N)CCC3
    -5%[59 µM] | 6% | 33% | 14% | 5% | 9% | 6% | 3% | 5%
O=C(NCCN1CCOCC1)c1ccc(=O)n(Cc2ccc(Cl)cc2)c1
    -50% | -3% | 35%[activator] | -1% | 0% | 51%[activator] | -7% | -10% | 2%
CC1Cc2ccccc2N1CC(=O)Nc1ccc2c(c1)OCCCO2 (configuration not stated)
    ? | ? | -10% | ? | 17% | -16% | 0% | 4% | .
C1=C(c2ccccc2)CCN(c2ncnc3nc[nH]c23)C1
    ? | 0% | 38% | -29% | -2% | -10% | -8% | 5% | -1%

Below each SMILES – G9a inh | BAZ2B block | HP1b binding inh | JMJD2A Tudor inh | GLS inhibitor | Pol iota inh | PGK inhibitor | Pin1 inh | BLM helicase inh
CC(C)(C)n1ncc2c(=O)n(CC(=O)c3ccc(Cl)cc3)cnc21
    -3%[12.7 µM] | 11% | 25% | 0% | -8% | -1% | 4% | -1% | -3%
Oc1cccc(C=NN=C2c3ccccc3-c3ccccc32)c1
    . | . | ? | 45µM* | 5% | -5% | 10% | -1% | .
NC(=S)Nc1cccc(-c2n[nH]c(=S)o2)c1
    40µM* | -21% | 12% | ? | 25% | -14% | -12% | -4% | 1%
CC1(C(=O)O)CCC(C(=O)Nc2ccc(F)cc2)C1(C)C (configuration not stated)
    9%[59 µM] | 6% | 31% | -8% | -1% | 204%[activator] | -5% | -2% | -3%
CC(=O)C(/C=N/c1ncc(C(F)(F)F)cc1Cl)=C(\C)O
    -2% | -15% | 36%[activator] | 5% | -2% | -13% | -5% | 3% | -2%
CC1CN(Cc2cc(=O)[nH]c(C3CC3)n2)CC(C)O1 (configuration not stated)
    -16%[59 µM] | 42%[activator] | 34% | 3% | -4% | 41%[activator] | -8% | -1% | -1%
CCc1cccc(C)c1NC(=O)COC(=O)CC1CCCC1
    -6% | 1% | 34% | -8% | 0% | -29% | -12% | 2% | .
O=C(/C=C/c1cc2c(cc1Br)OCO2)NCc1ccc(F)cc1
    24%[59 µM] | -7% | 20% | 4% | 3% | 9% | 4% | -2% | -1%
CC(C)(C)C(=O)Nc1ccc(C(=O)COC(=O)c2ccccn2)cc1
    . | . | 27% | 56µM* | 1% | -3% | -6% | 4% | .
Cc1cccc(NC(=O)CSc2ncc3c(n2)-c2cc(Cl)ccc2N(C)S3(=O)=O)c1C
    0%[59 µM] | 2% | 18% | -4% | -5% | 17% | i | 24% | -2%
COc1cccc(OCCNc2cc(Cl)ccc2[N+](=O)[O-])c1
    ? | ? | ? | ? | -2% | 25% | -6% | -2% | -8%
COc1ccccc1CNS(=O)(=O)c1cccc(S(=O)(=O)N2CCOCC2)c1
    17%[59 µM] | -5% | 30% | 0% | 5% | 2% | i | 6% | -6%
CCN(CC(=O)Nc1ccccc1C(F)(F)F)C(=O)CCc1nc2sc3c(c2c(=O)[nH]1)CCCC3
    4%[59 µM] | ? | 0% | ? | 11% | 28µM* | -9% | 44%[activator] | .
CCN1CCN(C(=O)/C=C/c2ccc(OC)cc2)CC1
    ? | -26% | 51%[activator] | 1% | -3% | 49%[activator] | -3% | -13% | -1%
COc1ccc(NC(=O)c2nnn(Cc3ccc(Br)cc3F)c2N)c(OC)c1
    -1%[59 µM] | -3% | 29% | -12% | -5% | 25% | i | 4% | -5%
Cc1ccc(NC(=O)c2ccc(OCc3c(C)noc3C)cc2)nc1
    -3%[12.7 µM] | 3% | 21% | -16% | 0% | 21% | i | 0% | .
O=C(NCc1cccc(C(F)(F)F)c1)c1cccc(Cl)c1Cl
    -4%[59 µM] | 15% | 40%[activator] | 16% | -4% | -17% | -1% | 7% | -5%
CCOC(=O)Nc1ccc(Oc2ccccc2)cc1
    -1%[12.7 µM] | 33% | 47%[activator] | -4% | -6% | 11% | -3% | -5% | -9%
CCCOc1ccc(N2CC(C(=O)Nc3ccccc3OC)CC2=O)cc1 (configuration not stated)
    3% | 9% | 50%[activator] | -3% | 0% | 21% | 1% | -6% | 0%
O=c1cnc2ccccc2n1Cc1ccccc1C(F)(F)F
    20% | 3% | 7% | 8% | -11% | -1% | -13% | -2% | -2%
Cc1ccccc1NC(=O)NC1(C(=O)NCC2CCCO2)CCCCC1 (configuration not stated)
    -3% | 3% | -13% | -1% | -23% | -1% | i | -4% | -3%
O=C(c1ccncc1)c1ccc(NC(=O)c2cccs2)cc1
    11%[59 µM] | ? | 10% | -17% | 1% | 98%[activator] | 3% | -7% | 1%
COc1cc(COCC(O)CN2C(C)CCCC2C)cc(OC)c1OC (configuration not stated)
    25% | 9% | 60%[activator] | -13% | 1% | 24% | -1% | -7% | -1%
CC(C)=N/N=C1/NC(=O)C(c2ccc(Cl)cc2)S1 (configuration not stated)
    . | . | 38% | -6% | 2% | -12% | -9% | -7% | .

The list is partial (hit frequency here may not be typical).
